Compound activity from PubChem.
RMI FANCM FP: blocks RMI1/RMI2 complex binding to FANCM MM2 peptide. FP signal (polarization) at 33 µM. Fluorescence polarization, RMI core complex with F-MM2 peptide; active compounds read low. actives 0.58% (n = 70,000). AID 1159607; in the data active means FP signal below about 40; further: inactives centre near 61; strong numbers were not always called active; unit not given here
An asterisk follows results filed as active; & = joins results of further samples. An excerpt (hit frequency here may not be typical).

How did O=C(c1cc2ccccc2oc1=O)N1CCN(S(=O)(=O)c2cc3c4c(c2)CCN4C(=O)CC3)CC1 do in these assays?
RMI FANCM FP: 61

Results for NCCc1csc2nc(-c3cccs3)nn12 ?
RMI FANCM FP: 72

Results for CC(C)S(=O)(=O)c1cccc(C(=O)Nc2ccc(Cl)c3ncsc23)c1 ?
RMI FANCM FP: 49

Results for O=C(NCCC1=CCCCC1)C(=O)Nc1ccc2c(c1)CCCN2C(=O)c1cccs1 ?
RMI FANCM FP: 58

What do the screens show for `CN(C)S(=O)(=O)c1ccc(C(=O)NCCOc2ccccc2)cc1`?
RMI FANCM FP: 62

Results for COC(=O)c1ccc(Cl)cc1NC(=O)C1COc2ccccc2O1 (stereo not drawn) ?
RMI FANCM FP: 58

Results for O=C(CSc1nnc(-c2ccncc2)n1Cc1ccccc1)Nc1nnc(-c2ccco2)s1 ?
RMI FANCM FP: 46

What do the screens show for `COc1ccc(N2CCN(C(=O)c3nnn(-c4ccccc4)c3CSc3nc(C)cc(C)n3)CC2)cc1`?
RMI FANCM FP: 64

How did Cc1onc(-c2ccccc2Cl)c1C(=O)Nc1ccc(-c2cn3cccnc3n2)cc1 do in these assays?
RMI FANCM FP: 61

How did CCn1nccc1C(=O)N1CCN(c2nc3ccccc3s2)CC1 do in these assays?
RMI FANCM FP: 69

How did CCOC(=O)/C(C)=N\Nc1ccc(OC(F)(F)F)cc1 do in these assays?
RMI FANCM FP: 54

Results for O=C(Cn1ncn2nc(-c3ccc(Cl)cc3)cc2c1=O)Nc1ccccc1F ?
RMI FANCM FP: 79

Results for O=C(CC1Sc2ccc(C(F)(F)F)cc2NC1=O)Nc1ccc(Cl)cc1[N+](=O)[O-] (stereo not drawn) ?
RMI FANCM FP: 59

How did O=C1CCCC2=C1C(c1ccccc1Cl)C1=C(CCCC1=O)O2 do in these assays?
RMI FANCM FP: 61

What do the screens show for `O=C(CCc1csc(NS(=O)(=O)c2ccccc2)n1)N1CCc2ccccc2C1`?
RMI FANCM FP: 63

Results for Cc1noc2ncnc(SCc3ccc(C(F)(F)F)cc3)c12 ?
RMI FANCM FP: 63

How did COc1cc(NC(=O)CSc2ccc(N3CCOCC3)nn2)cc(OC)c1 do in these assays?
RMI FANCM FP: 64

Results for Cc1csc(CN2CCN(C(=O)/C=C/c3ccc4c(c3)OCO4)CC2)n1 ?
RMI FANCM FP: 61

How did Cc1ccc(-c2ccc(=O)n(CCCC(=O)Nc3nc(C)cs3)n2)cc1 do in these assays?
RMI FANCM FP: 75

How did Cc1[nH]c(=O)[nH]c(=O)c1CCc1nnc(SCC(=O)C(C)(C)C)o1 do in these assays?
RMI FANCM FP: 62

What do the screens show for `Cc1ccc(NC(=O)Nc2ccc(N3CCOCC3)cc2)cc1`?
RMI FANCM FP: 46

Results for COc1ccc(CC(=O)n2nc(-c3ccc(F)cc3)cc2SC)cc1OC ?
RMI FANCM FP: 58

How did COc1ccc(C(=O)Nc2cc(C)nn2-c2nc(-c3cccs3)cs2)cc1OC do in these assays?
RMI FANCM FP: 77

What do the screens show for `COc1ccc(OC)c2sc(N(Cc3ccccn3)C(=O)c3ccnn3C)nc12`?
RMI FANCM FP: 59

What do the screens show for `NCCC(=O)NCCc1cnc[nH]1`?
RMI FANCM FP: 54&76

How did CCCCC1CCC(C(=O)ON2C(=O)c3cccc4cccc(c34)C2=O)CC1 (stereo not drawn) do in these assays?
RMI FANCM FP: 59

Results for O=S(=O)(N=Cc1cc(Br)ccc1O)c1ccccc1 ?
RMI FANCM FP: 21*

How did Cc1cc(O)c(C(c2ccc(F)cc2)N2CCN(C)CC2)c(=O)n1Cc1ccco1 (stereo not drawn) do in these assays?
RMI FANCM FP: 65

How did Cn1nnnc1SCC(=O)Nc1cccc(C(F)(F)F)c1 do in these assays?
RMI FANCM FP: 53

What do the screens show for `CC(C)C(=O)Nc1cscc1S(=O)(=O)c1ccc(Cl)cc1`?
RMI FANCM FP: 52

What do the screens show for `COC(=O)c1ccccc1C(=O)Nc1c(C(=O)Nc2ccc(C)c(C)c2)oc2ccccc12`?
RMI FANCM FP: 60

What do the screens show for `Cc1ccc(C(=O)N/C(=C\C2=Cc3ccccc3OC2C)C(=O)NCc2ccco2)cc1` (stereo not drawn)?
RMI FANCM FP: 181

How did O=S(=O)(c1ccc(Cl)cc1)N1CCN(c2ccc(-c3cccs3)nn2)CC1 do in these assays?
RMI FANCM FP: 93

What do the screens show for `Cc1ccccc1-n1ncc2c(C(C)C)nn(CC(=O)N3CCc4ccccc43)c(=O)c21`?
RMI FANCM FP: 59

How did Cc1nc(N=Nc2cc(S(=O)(=O)O)c3cc([N+](=O)[O-])cc(S(=O)(=O)O)c3c2)c(COP(=O)(O)O)c(C=O)c1O do in these assays?
RMI FANCM FP: 53

Results for O=C(COc1ccccc1)NCCCn1nc(-c2cccs2)ccc1=O ?
RMI FANCM FP: 66

How did Cc1ccc2nc(NC(=O)CC3CCCCN3S(=O)(=O)c3cccs3)sc2c1 (stereo not drawn) do in these assays?
RMI FANCM FP: 73

What do the screens show for `Cc1cc[n+](-c2[nH]c(=O)sc2/C=N\NC(=O)c2ccccc2[O-])cc1`?
RMI FANCM FP: 1*

Results for COc1ccc(Cl)cc1NC(=O)Cn1c(-c2ccncc2)nc2ccccc21 ?
RMI FANCM FP: 62

What do the screens show for `Cc1cc(NC(=O)c2ccc([N+](=O)[O-])s2)n(-c2nc3ccccc3s2)n1`?
RMI FANCM FP: 58

What do the screens show for `O=C(NCc1ccncc1)C(=O)Nc1cc(F)ccc1F`?
RMI FANCM FP: 54

Results for Cc1ccc(-c2ccc(N3CCN(C(=O)c4ccc5ccccc5n4)CC3)nn2)cc1 ?
RMI FANCM FP: 65

What do the screens show for `COc1ccc(Cl)cc1N1CCn2c1nc1c2c(=O)n(CC(=O)C(C)(C)C)c(=O)n1C`?
RMI FANCM FP: 63

What do the screens show for `CS(=O)(=O)Nc1cccc(N2CCCC2=O)c1`?
RMI FANCM FP: 66

What do the screens show for `Cc1cc(F)ccc1-n1nnc(-c2nc(-c3ccc(Cl)cc3)cs2)c1C`?
RMI FANCM FP: 65

What do the screens show for `CCc1c(C#N)c(SCC(=O)c2cc(C)n(-c3ccccc3F)c2C)nc2c1C(=O)CC(C)(C)C2`?
RMI FANCM FP: 86

How did Cc1cc(NS(=O)(=O)c2ccc(NC(=O)c3ccc(S(=O)(=O)N4CCCc5ccccc54)cc3)cc2)no1 do in these assays?
RMI FANCM FP: 53

What do the screens show for `Cc1ccc(NC(=O)CSc2nccn3nc(-c4ccccc4)cc23)cc1Cl`?
RMI FANCM FP: 109

Results for CN(C)CC1COc2ccccc2C1=O (stereo not drawn) ?
RMI FANCM FP: 55

How did COc1ccc2oc(=O)c(C(=O)N3CCN(c4ccccn4)CC3)cc2c1 do in these assays?
RMI FANCM FP: 59

How did Cc1cc(S(=O)(=O)NCC(c2ccco2)N2CCc3ccccc3C2)ccc1F (stereo not drawn) do in these assays?
RMI FANCM FP: 66

How did C=CCn1c(SCC(=O)Nc2ccc(OC)cc2)nc2scc(-c3ccc(OC)cc3)c2c1=O do in these assays?
RMI FANCM FP: 76

What do the screens show for `O=C(CSc1ccc2nnc(CCNS(=O)(=O)c3ccccc3)n2n1)Nc1nc2ccccc2s1`?
RMI FANCM FP: 61

How did CCCS(=O)(=O)Nc1ccc2c(c1)CN(C(C)=O)CC2 do in these assays?
RMI FANCM FP: 65

What do the screens show for `CCN1C(=O)c2cccc3c(NC(=O)c4cc(Cl)ccc4Cl)ccc1c23`?
RMI FANCM FP: 130

How did CCOc1cc(Nc2ccc(NC(=O)Nc3ccccc3OC)cc2)nc(C)n1 do in these assays?
RMI FANCM FP: 57

How did COc1ccccc1OCC(=O)Nc1cc(C)nn1-c1nc2c(cnn2-c2cccc(C)c2C)c(=O)[nH]1 do in these assays?
RMI FANCM FP: 63

What do the screens show for `N#CC(c1ccc2c(c1)OCO2)N(Cc1ccccc1)C(=O)c1sc2ccccc2c1Cl` (stereo not drawn)?
RMI FANCM FP: 59

How did CCOc1ccc(OCC(=O)N2CCN(c3nccn3-c3ccc(C)cc3)CC2)cc1 do in these assays?
RMI FANCM FP: 62

What do the screens show for `COC(=O)c1ccc2c(=O)n(C3CCN(Cc4ccccc4)CC3)c(=S)[nH]c2c1`?
RMI FANCM FP: 68

Results for Cc1ccc(S(=O)(=O)NC(=O)NNC(=O)c2cc(C(C)(C)C)nn2Cc2ccc(F)cc2)cc1 ?
RMI FANCM FP: 53

Results for COc1cccc(C(=O)Nc2nccs2)c1OC ?
RMI FANCM FP: 56

What do the screens show for `N#Cc1c(NC(=O)c2ccoc2COc2ccccc2)sc2c1CCCC2`?
RMI FANCM FP: 66

Results for COc1ccc(-c2cn3c(C(=O)Nc4ccc(F)cc4F)csc3n2)cc1 ?
RMI FANCM FP: 60

How did CCc1nnc2ccc(OCCNC(=O)COc3ccc(F)cc3F)nn12 do in these assays?
RMI FANCM FP: 69

How did O=C(CC1CSc2nccc(=O)n21)N1CCOCC1 (stereo not drawn) do in these assays?
RMI FANCM FP: 65

How did COc1ccc(S(=O)(=O)Nc2cccc(C(=O)O)c2)cc1OC do in these assays?
RMI FANCM FP: 60

Results for CCOC(=O)NC(C(=O)OCC)(c1ccc(F)cc1)C(F)(F)F (stereo not drawn) ?
RMI FANCM FP: 58

What do the screens show for `Cc1cc(C)cc(OCCNS(=O)(=O)c2ccc(OC(F)(F)F)cc2)c1`?
RMI FANCM FP: 64

How did O=C1SC(c2ccccc2)=N/C1=C/c1ccc(C(F)(F)F)cc1 do in these assays?
RMI FANCM FP: 63

What do the screens show for `O=C(Nc1nc(CSCc2ccc(F)cc2)cs1)c1cc2ccccc2o1`?
RMI FANCM FP: 62

Results for COCCn1c(=NC(=O)CSCC(=O)Nc2nc(-c3ccccc3)cs2)sc2cc(OC)ccc21 ?
RMI FANCM FP: 63

How did O=C(Nc1nc(-c2ccc(Cl)c(Cl)c2)cs1)c1ccc(-c2nc3ccccc3s2)s1 do in these assays?
RMI FANCM FP: 70

What do the screens show for `O=C(Nc1ccc(SCC(=O)N2CCCC2)nn1)C1CC1`?
RMI FANCM FP: 66

How did Cc1nc(C(F)(F)F)c(C(=O)O)cc1-c1nc(-c2ccccc2)cs1 do in these assays?
RMI FANCM FP: 56

What do the screens show for `O=S(=O)(Nc1ccccc1Sc1c(Cl)cncc1Cl)c1ccc(Cl)cc1`?
RMI FANCM FP: 49

What do the screens show for `Cc1ccc(C(=O)NCCn2nc(-c3ccco3)ccc2=O)cc1C`?
RMI FANCM FP: 65

How did O=C(NC1CC(=O)N(c2ccc(F)cc2)C1)N(CCO)Cc1ccccc1 (stereo not drawn) do in these assays?
RMI FANCM FP: 64

Results for Cc1[nH]ncc1-c1nc(-c2ccc(Cl)cc2)no1 ?
RMI FANCM FP: 60

What do the screens show for `O=C(Cc1cccs1)Nc1ccc2c(c1)N(C(=O)C1CC1)CC2`?
RMI FANCM FP: 63

Quoted from the entries so far, 2 compounds:
How did O=C(CC1CSc2nccc(=O)n21)N1CCOCC1 (stereo not drawn) do in these assays?
RMI FANCM FP: 65

How did COc1ccc(S(=O)(=O)Nc2cccc(C(=O)O)c2)cc1OC do in these assays?
RMI FANCM FP: 60

The list continues:
How did CC(=O)/C(=C\N(C)C)Sc1ccccn1 do in these assays?
RMI FANCM FP: 58

What do the screens show for `COc1ccc(CCNC(=O)/C(C#N)=N\Nc2ccc(F)cc2)cc1OC`?
RMI FANCM FP: 55

What do the screens show for `Cc1cc(-c2c(C(=O)O)c(C)nn2-c2ccccc2)no1`?
RMI FANCM FP: 53

What do the screens show for `O=C1CC2(CCN(C(=O)c3cccs3)CC2)Oc2ccccc21`?
RMI FANCM FP: 54

Results for CCn1nccc1C(=O)NCc1ccccc1 ?
RMI FANCM FP: 71

How did CCC(=O)Nc1sc2c(c1C(=O)NC)CCCC2 do in these assays?
RMI FANCM FP: 71

Results for COc1ccc(S(=O)(=O)CCC(=O)N2CC(=O)Nc3ccccc32)cc1 ?
RMI FANCM FP: 56

Results for C=CCn1c(SCC(=O)Nc2ccc(OCC)cc2)nc2scc(-c3ccco3)c2c1=O ?
RMI FANCM FP: 78

How did O=C(NCc1sccc1COc1ccc(Cl)cc1)Nc1ccccc1F do in these assays?
RMI FANCM FP: 61

Results for O=C(CSc1ccc(F)cc1)N1CCN(c2ccccc2)CC1 ?
RMI FANCM FP: 61

How did CN1CCc2cc(C(CNC(=O)c3ccc([N+](=O)[O-])cc3Cl)N3CCCCC3)ccc21 (stereo not drawn) do in these assays?
RMI FANCM FP: 66

How did Brc1c(CSc2nnnn2-c2ccccc2)nc2ccccn12 do in these assays?
RMI FANCM FP: 61

What do the screens show for `O=C1/C(=C\c2ccc(OC(F)F)cc2)SC(=S)N1Cc1ccco1`?
RMI FANCM FP: 73

What do the screens show for `COc1ccc(S(=O)(=O)N2CCC(c3nnc(C4CC4)s3)CC2)cc1`?
RMI FANCM FP: 60

Gathered by group, the compounds so far containing a furan ring, fused or not.
Results for O=C(CSc1nnc(-c2ccncc2)n1Cc1ccccc1)Nc1nnc(-c2ccco2)s1 ?
RMI FANCM FP: 46

How did Cc1cc(O)c(C(c2ccc(F)cc2)N2CCN(C)CC2)c(=O)n1Cc1ccco1 (stereo not drawn) do in these assays?
RMI FANCM FP: 65

What do the screens show for `COC(=O)c1ccccc1C(=O)Nc1c(C(=O)Nc2ccc(C)c(C)c2)oc2ccccc12`?
RMI FANCM FP: 60

What do the screens show for `Cc1ccc(C(=O)N/C(=C\C2=Cc3ccccc3OC2C)C(=O)NCc2ccco2)cc1` (stereo not drawn)?
RMI FANCM FP: 181

How did Cc1cc(S(=O)(=O)NCC(c2ccco2)N2CCc3ccccc3C2)ccc1F (stereo not drawn) do in these assays?
RMI FANCM FP: 66

What do the screens show for `N#Cc1c(NC(=O)c2ccoc2COc2ccccc2)sc2c1CCCC2`?
RMI FANCM FP: 66

What do the screens show for `O=C(Nc1nc(CSCc2ccc(F)cc2)cs1)c1cc2ccccc2o1`?
RMI FANCM FP: 62

What do the screens show for `Cc1ccc(C(=O)NCCn2nc(-c3ccco3)ccc2=O)cc1C`?
RMI FANCM FP: 65

Results for C=CCn1c(SCC(=O)Nc2ccc(OCC)cc2)nc2scc(-c3ccco3)c2c1=O ?
RMI FANCM FP: 78

What do the screens show for `O=C1/C(=C\c2ccc(OC(F)F)cc2)SC(=S)N1Cc1ccco1`?
RMI FANCM FP: 73
